S1P3 antag: S1P3 receptor antagonists, primary screen, cell-based. CHO S1P3 NFAT-BLA reporter, FRET fluorescence, antagonist mode. inhibition, % at 4.98 µM. actives 0.27% (n = 170,000). AID 485, 2006;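 active means inhibition above the plate cutoff, the mean inhibition of test wells on that plate plus 3 SD, cut at about 28% in these data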;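 further: cells challenged with S1P at its EC80 of 0.8 µM; blue over green emission ratio from cleaved BLA substrate after 4 h stimulation; 0% = S1P-stimulated wells and 100% = unstimulated DMSO-only wells; some compounds past the cut are filed as inactive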
Target sequence (Q99500 whole entry, looked up): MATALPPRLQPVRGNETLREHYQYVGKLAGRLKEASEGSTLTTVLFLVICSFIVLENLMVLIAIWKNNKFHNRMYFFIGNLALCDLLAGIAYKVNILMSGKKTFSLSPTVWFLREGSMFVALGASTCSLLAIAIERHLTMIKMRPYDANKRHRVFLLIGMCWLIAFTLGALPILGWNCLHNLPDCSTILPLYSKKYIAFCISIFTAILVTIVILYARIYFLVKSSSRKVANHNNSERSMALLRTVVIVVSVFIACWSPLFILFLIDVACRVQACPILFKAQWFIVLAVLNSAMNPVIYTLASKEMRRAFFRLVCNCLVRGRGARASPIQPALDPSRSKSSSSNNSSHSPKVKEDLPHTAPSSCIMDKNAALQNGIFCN
* = called active by the depositor; & = joins results of further samples.

SMILES	S1P3 antag
N#C/C(=C\c1ccc([N+](=O)[O-])cc1)C(=O)NCCCn1ccnc1	-9
Cn1c(=O)c2c(ncn2CCC(=O)N/N=C/c2ccncc2)n(C)c1=O	0
CCN(CC)S(=O)(=O)c1ccc(N2CCOCC2)c(NC(=S)NC(=O)c2ccco2)c1	-4
Cc1ccc(N=Nc2c(O)ccc3n[nH]nc23)cc1	-9
O=C(O)C(NS(=O)(=O)c1cccc2nsnc12)c1ccccc1 (stereo not given)	-15
O=C(NCc1csc2ccc(Cl)cc12)Nc1cccc2ccccc12	-2
O=C1CCc2ccccc2N1	-5
COc1ccc(NS(=O)(=O)c2cccc(NC(=O)c3ccccn3)c2)cc1	-1
CCOC(=O)c1c(Nc2ccccc2OCCOC)n[nH]c1C	7
O=[N+]([O-])c1ccc(OCCOCCOc2ccc([N+](=O)[O-])cc2)cc1	-11
COc1ccc(C2(CNS(=O)(=O)c3ccc(C)cc3)CCOCC2)cc1	-8
Cc1cccc(/N=C/c2c(O)n(-c3cc(Cl)ccc3N3CCOCC3)c(=O)c3ccccc23)n1	-1
COc1ccc(-c2cc3nc4c(c(N5CCC6(CC5)OCCO6)n3n2)CCCC4)cc1	41
O=c1[nH]c2ccccc2n2c(=S)[nH]nc12	1
Oc1ccc(/C=N/NC(=S)Nc2cccnc2)c(O)c1O	2
C=CCN(c1ccccc1C(=O)NCC(=O)OCC)S(=O)(=O)c1ccc(C)cc1	4
COC(=O)CC1C(=O)NCCN1C(=S)Nc1ccc(F)cc1 (stereo not given)	-4
CCN(c1ccccc1)S(=O)(=O)c1ccc(Cl)c(NC(=O)COC(=O)c2ccc[nH]c2=O)c1	-8
COC(=O)c1ccc(Nc2ncnc3c2cnn3-c2cccc(C)c2)cc1	20
CCOC(=O)C(=CNNc1ccccc1)C(=O)OCC	16
Cc1onc(-c2ccccc2)c1C(=O)NCC(O)c1ccccc1 (stereo not given)	-11
Cc1onc(-c2ccccc2)c1NC(=O)N(CCC(=O)O)Cc1ccccc1	-4
Cc1ccc(C)n1CCN1CCN(C(=O)c2ccc(Cl)cc2)CC1	2
COc1ccc(Cl)cc1NC(=O)/C=C/C(=O)O	-10
CC1CC(CCN)(c2ccccc2)C(C)CN1C (stereo not given)	-5

Ordered by length of the SMILES (smallest number first): part of the list above.
SMILES	S1P3 antag
CC1CC(CCN)(c2ccccc2)C(C)CN1C (stereo not given)	-5
O=C(NCc1csc2ccc(Cl)cc12)Nc1cccc2ccccc12	-2
O=C(O)C(NS(=O)(=O)c1cccc2nsnc12)c1ccccc1 (stereo not given)	-15
Cc1onc(-c2ccccc2)c1NC(=O)N(CCC(=O)O)Cc1ccccc1	-4

Other results follow:
SMILES	S1P3 antag
Cc1cccc(N2CCN(C(=O)C3CCCN(S(=O)(=O)c4cccc5cccnc45)C3)CC2)c1C (stereo not given)	-6
O=C(O)c1ccc(NC2=C(n3nnc4ccccc43)C(=O)c3ccccc3C2=O)cc1	0
Cc1ccc(S(=O)(=O)NCC(=O)OCC(=O)Nc2cccc(S(=O)(=O)NC3=NCCCCC3)c2)cc1C	-19
O=C(O)c1ccccc1-c1ccccc1C(=O)Nc1ccc2c(c1)[nH]c(=O)c1ccccc12	4
Cc1cc(C)c2c(N)c(-c3nnc(SCc4ccc(Cl)cc4)n3C)sc2n1	9
COc1ccc(CCn2c(-c3ccco3)nc3oc4ccccc4c(=O)c3c2=O)cc1	-3
COc1cc(NC(=S)N2CCOCC2)c(OC)cc1Cl	-20
COCCCN(C(=O)Cc1ccc(Cl)c(Cl)c1)c1c(N)n(Cc2ccccc2)c(=O)[nH]c1=O	-3
CCOC(=O)Nc1c(Cl)n(C)c(=O)n(C)c1=O	-4
COC(=O)c1c(C)[nH]c(C=O)c1-c1ccccc1	-5
COc1ccc(C(=O)NNC(=O)C2CCCO2)cc1 (stereo not given)	4
COc1ccc(-c2noc(CN3CCCC(OCc4ccccn4)C3)n2)cc1 (stereo not given)	-1
CSc1nsc(SC)c1C(=O)NC(=O)Nc1cccnc1	-11
COc1cc(/C=C2\CCc3c2nc2ccccc2c3C(=O)O)cc(OC)c1OC	3
CC(C)Cn1c(SCC(=O)N2CCCc3ccccc32)nc2ccccc2c1=O	-1
CC(C)(C)c1ccc(-c2noc(-c3ccno3)n2)cc1	-1
CNC(=S)NNC(=O)c1ccc(C(C)(C)C)cc1	2
O=C(O)CC/C(=N/NC(=O)CNC(=O)Cc1ccccc1)c1ccccc1	2
CC(C)(C)NC(=S)N/N=C/c1c(Cl)cccc1Cl	-7
CC(C)c1nc(SCC(=O)NC(=O)NC(C)(C)C)n[nH]1	-4
COc1ccc(CCNc2ncnc3c2[nH]c2cc(OC)c(OC)cc23)cc1OC	2
O=S1(=O)C[C@@H](O)[C@@H](Nc2ccccc2)C1	14
CCN(CCO)c1ccc(N=Nc2cc(C)[nH]n2)cc1	4
CN(C)CCCN1C(=O)C(=O)/C(=C(/O)c2ccc(S(=O)(=O)N(C)C)cc2)C1c1ccncc1 (stereo not given)	-27
CSc1ncccc1C(=O)OCC(=O)c1cc(C)n(CC2CCCO2)c1C (stereo not given)	5
The listing continues.
SMILES	S1P3 antag
COc1ccc(C(c2c(O)nc[nH]c2=O)c2c(O)nc[nH]c2=O)cc1	-6
COc1cccc(C(=O)NC2CC3CCCC(C2)N3S(=O)(=O)c2ccccc2)c1 (stereo not given)	-5
Cc1cc(SCC(=O)Nc2ccc(O)cc2)n2ncc(-c3ccccc3)c2n1	4
CCC(C)[C@H](NC(=O)N1CCCCC1)C(=O)OC (stereo not given in full)	-2
O=S(=O)(CCN1CCN(c2ccccn2)CC1)c1ccc(F)cc1	-6
O=[N+]([O-])c1ccc2[nH]c(O)c(N=NC(=S)Nc3cccnc3)c2c1	-8
CCOc1ccc(/C=N/NC(=O)Cc2cccs2)cc1	-5
CC1(C)Cc2nc3scc(NC(=O)c4ccccc4)c3cc2CO1	-3
O=C(N/N=C/C=C\c1ccc([N+](=O)[O-])cc1)c1cccnc1	-7
Cc1ccc(S(=O)(=O)N(C)C)cc1NC(=O)C(C)OC(=O)c1ccc2c(c1)OCCO2 (stereo not given)	-9
COc1ccc(CN2CCOCCOCCOCCOCCOCC2)cc1	-11
NNC(=O)c1ccc(COc2cccc3ccccc23)o1	0
Cc1ccc(NNC(N)=S)cc1Cl	-6
Cc1ccc2[nH]c3c(c2c1)CN(C(=O)CN1CCN(C(=O)c2ccco2)CC1)CC3	1
O=C(c1cccc(C(F)(F)F)c1)C1CCCN(C(=O)CCn2cnnn2)C1 (stereo not given)	10
Cc1cc(=O)[nH]c(NN=C2C3CC4CC(C3)CC2C4)n1	0
Cc1ccc(-n2c(SCC(=O)Nc3ccc(C(=O)O)cc3)nnc2-c2ccncc2)cc1	5
Cc1cc(-c2csc(NC(=O)c3ccc(=O)[nH]c3)n2)c(C)n1Cc1ccco1	-8
Cn1c(=O)n(CCOc2ccc([N+](=O)[O-])cc2)c2ccccc21	5
CC(C)c1cc(O)c(-c2ccccc2)c(=O)n1-c1ccc(Cl)cc1	-2
CCn1nc(C)cc1C(=O)n1nc(C)c(Sc2ncccn2)c1C	-12
COC(=O)C1=C(N)Oc2cc(C)[nH]c(=O)c2C1c1ccccc1OC (stereo not given)	-8
COc1cccc(C(C)N(C)Cc2nc(COc3ccccc3)no2)c1 (stereo not given)	4
Cc1ccsc1/C=C1/CN(C)Cc2c1nc1ccccc1c2C(=O)O	0
CN(c1ccccc1)S(=O)(=O)c1ccc(C(=O)Nc2nnc(C3CC3)s2)cc1	-1

Looked up by compound from the list above:
SMILES	S1P3 antag
O=S(=O)(CCN1CCN(c2ccccn2)CC1)c1ccc(F)cc1	-6
Cc1ccc2[nH]c3c(c2c1)CN(C(=O)CN1CCN(C(=O)c2ccco2)CC1)CC3	1
Cc1cc(SCC(=O)Nc2ccc(O)cc2)n2ncc(-c3ccccc3)c2n1	4
COc1ccc(CN2CCOCCOCCOCCOCCOCC2)cc1	-11

The listing picks up, starting 5 compounds before the break.
SMILES	S1P3 antag
CCn1nc(C)cc1C(=O)n1nc(C)c(Sc2ncccn2)c1C	-12
COC(=O)C1=C(N)Oc2cc(C)[nH]c(=O)c2C1c1ccccc1OC (stereo not given)	-8
COc1cccc(C(C)N(C)Cc2nc(COc3ccccc3)no2)c1 (stereo not given)	4
Cc1ccsc1/C=C1/CN(C)Cc2c1nc1ccccc1c2C(=O)O	0
CN(c1ccccc1)S(=O)(=O)c1ccc(C(=O)Nc2nnc(C3CC3)s2)cc1	-1
O=C(Nc1ccccc1)Nc1ccc2nnsc2c1	0
COc1ccc(-c2ccc(OC(=O)NC3CCS(=O)(=O)C3)cc2)cc1 (stereo not given)	-4
Cc1cccc(-n2c(SCC(=O)O)nc3sc4c(c3c2=O)CCC4)c1	-2
O=C1C(Cc2ccccc2O)NC(=S)N1c1ccccc1 (stereo not given)	5
CC(C)(C)c1ccccc1NC(=O)NC1CCN(Cc2c(F)cccc2Cl)CC1	-1
CC(C)(CN1CCN(c2ccccc2)CC1)NS(=O)(=O)c1ccccc1	7
COc1cc(/C=C(\C#N)C(=O)NC(C)C)ccc1OCc1ccc(C(=O)O)cc1	-5
C=CC[N+]1(CC(=O)NCc2ccc(NC(C)=O)cc2)CCOCC1	-10
CC1Cc2ccccc2N1S(=O)(=O)c1cccc(C(=O)OCC(=O)NCc2ccco2)c1 (stereo not given)	2
CCOCCn1c(CN2CCCCC2C)nc2c1c(=O)n(C)c(=O)n2C (stereo not given)	4
Cc1ccccc1NC(=O)CC1SC(=Nc2ccc(O)cc2)NC1=O (stereo not given)	1
CCOc1cccc2cc(-c3csc(NC(=O)CCC(=O)N4CCN(C)CC4)n3)c(=O)oc12	-4
CC(=O)Nc1sc2c(c1CN1CCCC1)CCCC2	-8
COC(=O)c1ccc2c(=O)n(CC3CCCO3)c(SCC(=O)Nc3ccc(OC)cc3OC)nc2c1 (stereo not given)	-3
COc1cccc(/C=N/n2cnc3cc(C)c(C)cc32)c1OC	-10
Cn1c(C(=O)O)cc2c(=O)n3ccccc3nc21	10
COc1cc(C2C(C#N)=C(SC)NC3=C2C(=O)CCC3)ccc1O (stereo not given)	17
Cc1cccc(-c2noc(-c3ccno3)n2)c1	-3
CCN1CCN(c2ncnc3c2cnn3-c2ccc(C)cc2C)CC1	-14
COc1ccc2c(c1)nc(NCCCO)n2Cc1ccccc1	6
Cc1oc(-c2ccccc2)cc1C(=O)NCc1ccncc1	-4
Fc1ccc(SCCc2ccccn2)cc1	3&-4
Cn1c(SCC(=O)c2ccc(O)c(O)c2)nnc1-c1cccs1	1
COc1ccc(C2c3ccc4ccccc4c3Oc3ncn(CCN4CCOCC4)c(=N)c32)cc1OC (stereo not given)	-6
N#Cc1cc(-c2ccccc2)[nH]c1-c1nccc2ccccc12	1
Remaining list, next part
SMILES	S1P3 antag
CC(=O)c1csc(COc2ccccc2)n1	-1
COc1ccc(C(=O)N/N=C\c2coc3ccccc3c2=O)cc1	-3
Cc1cc(C(=O)NN=C2CCCCCC2)c(C)o1	-7
O=c1c2c3c(sc2nc(NCCOCCO)n1Cc1ccco1)CCCCC3	8
Cc1c(C(=O)O)cc(C(C)(C)C)n1CCSCCO	0
Cc1ccccc1C(=O)N1CCN(C(c2ccccc2)c2ccccc2)CC1	0
COc1c(Br)cc([N+](=O)[O-])c(OC)c1C(=O)NC(=O)Nc1nc(C)cc(C)n1	-10
CN(c1ccccc1)S(=O)(=O)c1ccc(C(=O)OCC(=O)NC(N)=O)cc1	12
NC(=O)c1c(/N=C/c2cccs2)sc2c1CCCC2	5
COc1cc(/C=N/n2c(-c3cc(C)[nH]n3)n[nH]c2=S)cc(OC)c1O	-11
CCOC(=O)NNc1cc(C(F)(F)F)ccn1	0
N#C/C(=C(/O)c1ccc([N+](=O)[O-])s1)c1nc2ccccc2[nH]1	-11
C=CCC1(CC=C)CCCN1Cc1nc(COc2ccccc2)no1	-19
CCOC(=O)C1CCN(c2c(NCCC(C)C)c(=O)c2=O)CC1	17
CCOC(=O)c1nc2sc3c(c2c(=O)[nH]1)CCC(C)C3 (stereo not given)	-2
COc1cc(/C=N/N=C/c2c[nH]c(=O)c(C#N)c2Nc2ccccc2)ccc1O	-14
Cc1cc(C)c(C(=O)COC(=O)c2ccc(NC(=O)CC#N)cc2)cc1C	-9
O=C(C[n+]1cc(-c2ccc(Cl)c(Cl)c2)n2c1CCC2)c1cccs1	-5
COC(=O)/C=C1/SC(=Nc2ccc(Cl)c(Cl)c2)NC1=O	0
O=c1nc(SCc2ccc(Cl)cc2)nc(-c2ccccc2)[nH]1	-8
ClCC1=Nc2cccc3cccc(c23)N1	5
CCCCn1c(-c2nonc2NC(=O)c2ccccc2Cl)nc2ccccc21	29
COc1cc(OC)c(N(C)S(=O)(=O)c2cccc(C(=O)NC3=NCCS3)c2)cc1Cl	-4
CC(C)(C)c1ccc(Oc2ccc(N)cn2)cc1	5
N#CCCN(Cc1ccccc1)C(=S)Nc1ccc(F)cc1	-21

Some of the entries above, set out differently.
S1P3 antag | canonical_smiles
-11 | COc1cc(/C=N/n2c(-c3cc(C)[nH]n3)n[nH]c2=S)cc(OC)c1O
0 | CCOC(=O)NNc1cc(C(F)(F)F)ccn1
-11 | N#C/C(=C(/O)c1ccc([N+](=O)[O-])s1)c1nc2ccccc2[nH]1
-19 | C=CCC1(CC=C)CCCN1Cc1nc(COc2ccccc2)no1

Continued:
SMILES	S1P3 antag
CC1(C(=O)O)CCC(C(N)=O)C1(C)C (stereo not given)	-68
Cc1ccc(NC(=S)N(CCN2CCOCC2)Cc2cc3cc4c(cc3[nH]c2=O)OCCO4)cc1	-5
CCN(C(=O)c1cc2c(C)nc3ccccc3c2o1)c1cc(Cl)ccc1OC	-10
COc1ccc(C(=O)NCC(=O)N/N=C/c2c(C)[nH]c3ccccc23)cc1OC	-3
Cc1cc(F)ccc1NC(=O)C(C)n1c2ccccc2c2nc(=O)cc(C)n21 (stereo not given)	-5
COC(=O)c1scc2c(Oc3ccccc3)cc(C(F)(F)F)nc12	12
CN(c1ccc(OCC(=O)NC2=NCCS2)cc1)S(=O)(=O)c1ccc(F)cc1	-5
O=C(C=C=Nc1ccccc1)C(=O)N=C=Cc1ccccc1	11
CNc1cc(C)nc(N2CCOCC2)n1	-2
S=c1[nH]nc(-c2ccn[nH]2)n1-c1ccccc1Cl	-12

Not all compounds are listed. The share of hits here may be higher or lower than overall.
